human PMI inhibitors = human PMI inhibitors, high substrate, primary screen, biochemical, fluorescence intensity, high mannose 6-phosphate (AID 1220). recombinant PMI enzyme, coupled fluorescence intensity; higher % means a stronger effect. one-dose inhibition, % at 20 µM; IC50 in µM for titrated hits. 190,000 compounds, 0.66% hits
West Nile virus CPE = inhibition of WNV-induced cytopathic effect – cell-based, CPE readout (AID 1621); West Nile virus-infected cells, CPE inhibition; higher % means a stronger effect; 290,000 compounds, 0.02% hits; one-dose CPE inhibition, % at 10 µM; IC50 in µM for titrated hits; in the data active = a potency from the dose series; inconclusive = CPE inhibition mostly from about 3.7% at the one dose, without a potency; inactive = the rest, 99 in 100 with CPE inhibition below about 2.2%; note: strong numbers were not always called active
TNAP activators = human TNAP enzyme activators, primary screen, biochemical, luminescent, no phosphate acceptor, uHTS (AID 1001). one-dose activation fold at 20 µM; EC50 in µM for titrated hits. purified TNAP, luminescent activation assay, no phosphate acceptor; higher activation fold means a stronger effect. 200,000 compounds, 0.03% hits; in the data active = activation fold from about 3, or a potency from the dose series; inactive = the rest, 99 in 100 with activation fold below about 1.6; note: many of its hits are not listed in these tables
RSV antiviral HEp-2 = RSV antiviral activity via CPE protection, HEp-2 cells, primary 10 µM value included (AID 2391). HEp-2 cells, RSV-induced CPE inhibition; higher % means a stronger effect. CPE inhibition, % at 10 µM, or IC50 in µM where a hit was titrated. 310,000 compounds, 0.13% hits; in the data active = a potency from the dose series; inconclusive = CPE inhibition mostly from about 23% at the one dose, without a potency; inactive = the rest, 99 in 100 with CPE inhibition below about 21%; note: strong numbers were not always called active
Large T inhibition = SV40 large T antigen inhibitors, biochemical (AID 1903) | inhibition, % at 20 µM, or IC50 in µM where a hit was titrated | 310,000 compounds, 0.39% hits | SV40 large T antigen ATPase/helicase inhibition assay; higher % means a stronger effect; in the data active = a potency from the dose series; inconclusive = inhibition mostly from about 32% at the one dose, without a potency; inactive = the rest, 99 in 100 with inhibition below about 32%; note: strong numbers were not always called active
PhoP inhibition = inhibitors of PhoP regulon expression, primary screen, Salmonella Typhimurium, GFP reporter (AID 1863); S. Typhimurium PhoP-regulated promoter GFP reporter, 4 h; higher % means a stronger effect; inhibition, % at 50 µM, or IC50 in µM where a hit was titrated; 300,000 compounds, 0.16% hits;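 active = inhibition over 29.93%, a cutoff 3 SD above the screen mean, later confirmed by dose response; inconclusive = inhibition over 29.93% but no dose response follow-up; inactive = inhibition at most 29.93% or unconfirmed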;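 note: 0% = low Mg2+ inducing control and 100% = high Mg2+ repressing control; strong numbers were not always called active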
CSM14.1 death rescue = protection against thapsigargin-triggered cell killing – 384-well, CSM14.1, ATP luminescence, primary screen (AID 1222); 190,000 tested, under 10 active; one-dose cellular ATP content (survival), % at 20 µM; EC50 in µM for titrated hits; CSM14.1 thapsigargin-induced death rescue, ATP luminescence; higher % means a stronger effect;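 active = EC50 below 50 µM in the dose-response confirmation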;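 note: death triggered by thapsigargin at about 15 µM added after 2 h compound pretreatment; cell ATP read after overnight thapsigargin exposure of roughly 18 to 22 hours; normalized against plate controls of thapsigargin alone and 5% DMSO vehicle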
human PMI inhibition = inhibitors of human PMI, primary screen, biochemical, fluorescence intensity, coupled assay (AID 1209); purified PMI enzyme, coupled fluorescence intensity; higher % means a stronger effect; inhibition, % at 20 µM; hits with a dose series show IC50 in µM; 190,000 compounds, 0.42% hits;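 note: plate controls were DMSO vehicle for no effect and wells lacking substrate for full effect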
Insulin prom up = MIN6 insulin promoter up-regulation. MIN6 insulin promoter-GFP reporter, high-content imaging; stronger effect = higher value. 190,000 compounds, 0.3% hits. z-score at 5 µM;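 active = z-score above 3 at 5 µM with at least 500 cells counted in the well; inconclusive = wells under 500 cells, flagged as cytotoxic or low count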
Insulin prom up cell count = also measured in Insulin prom up; calls as there; cell count; measured here: cytotoxicity, nuclei count;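 total cells summed across four imaged fields per well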
Starred values were filed as active, the others as inactive; u = inconclusive; x = no result given. Cut-off read from the data, not from the text of the source, unless noted: active = inhibition above about 50%; inactive = the rest.

SMILES	human PMI inhibitors	West Nile virus CPE	TNAP activators	RSV antiviral HEp-2	Large T inhibition	PhoP inhibition	CSM14.1 death rescue	human PMI inhibition	Insulin prom up	Insulin prom up cell count
O=C(CN(CC1CCCO1)C(=O)CNS(=O)(=O)c1ccc(F)cc1)NCc1ccco1 (stereo not given)	7%	0.5%	1.1	1.4%	18%	-6%	-0.4%	7%	-0.14	1488
CCCOc1ccc(C2=CSC3=NCCN23)cc1[N+](=O)[O-]	x	-1.1%	x	0.6%	10%	3%	x	x	x	x
COc1ccc(C(=O)NCc2nnc(SCC(=O)NCc3ccc(F)cc3)o2)cc1	11%	0.1%	1	1.0%	12%	-3%	1.8%	8%	0.55	921
CCOc1ccc(S(=O)(=O)Nc2ccc(OC)nc2)cc1	x	-1.0%	x	3.6%	5%	2%	x	x	x	x
Cc1cc(NC(=O)c2ccc(Br)o2)ccc1NC(=O)c1ccco1	x	-0.1%	x	-0.1%	6%	-2%	x	x	x	x
COc1ccc(C(=O)Nc2ccc(C)cn2)c(OC)c1	5%	-0.5%	1.1	3.9%	15%	0%	x	11%	-0.01	1318
CCn1c(CN(C)c2ccccc2)nc2ccccc21	x	-0.4%	x	1.4%	7%	-2%	x	x	x	x
CCc1ccc(C(C)NC(=O)/C=C/c2ccc(Br)cc2)cc1 (stereo not given)	-8%	-1.2%	1.1	-0.2%	3%	-6%	-4.6%	-2%	1.7	762
COc1cc(NC(=O)COc2cc3oc(=O)cc(C)c3cc2Cl)cc(OC)c1OC	x	-0.2%	x	2.8%	13%	-4%	x	x	x	x
COc1ccccc1C(=O)C1CCCN(C(=O)c2ccccc2Cl)C1 (stereo not given)	x	-0.7%	x	17%	10%	-14%	x	x	x	x
O=C(Nc1cccc(Cl)c1)C1CCCN(S(=O)(=O)c2ccc(F)cc2)C1 (stereo not given)	-4%	-0.5%	1.2	20%	14%	10%	-0.4%	2%	x	x
Cc1c(NC(=O)CCC2CCCCC2)c(=O)n(-c2ccccc2)n1C	-34%	-0.7%	1	0.9%	5%	-4%	-1.4%	-14%	0.5	1124
Cc1cc(Cl)c2oc(C(=O)N3CCC(O)(c4ccccc4)CC3)c(C)c2c1	x	-0.7%	x	10%	3%	14%	x	x	x	x
CN(C)/C=C(\C#N)S(=O)(=O)C(C)(C)C	2%	0.1%	1.2	3.2%	7%	7%	-8.4%	-7%	-1.1	1360
CC(=O)NCc1ccc(S(=O)(=O)NC(C(=O)O)C(C)C)cc1 (stereo not given)	-8%	0.4%	1.2	-1.1%	9%	-8%	1.0%	-13%	-0.17	1553
CC(=O)N1CCOc2ccc(S(=O)(=O)NCc3ccc(C)cc3)cc21	x	-0.7%	x	18%	-3%	-7%	x	x	x	x
CCCc1nn(-c2cc(Cl)ccc2OC)c2c1C(=O)CCC2	5%	-0.4%	1.2	5.0%	0%	-6%	0.6%	14%	0.9	856
COc1cc(/C=C2/NC(=O)N(Cc3ccccc3F)C2=O)ccc1Oc1ccc([N+](=O)[O-])cn1	7%	-0.5%	1.1	1.9%	10%	1%	-1.3%	1%	0.26	1380
COc1cccc(CN2CCNC(=O)C2CC(=O)NC2CCCCC2)c1OC (stereo not given)	x	-0.3%	x	2.4%	11%	-13%	x	x	x	x
CCCCN(Cc1ccccc1)S(=O)(=O)c1ccc2c(c1)n(C)c(=O)c(=O)n2C	x	2.3%	x	1.2%	12%	2%	x	x	1.1	1034
COCCn1nnnc1CN1CCC(NC(=O)Nc2cccc(OC)c2)CC1	8%	0.0%	1.1	2.6%	2%	-9%	-0.8%	13%	-0.39	1364
O=C(NC(CO)c1ccccc1)c1ccco1 (stereo not given)	-6%	0.2%	1.1	1.3%	9%	14%	-0.6%	-5%	-2.1	813
COc1ccc(CCNC(=O)CSc2nncn2N)cc1OC	14%	0.7%	1.1	0.6%	8%	-8%	x	19%	0.85	1244
Cc1ccc(C(=O)C(NC(=O)c2ccco2)N2CCOCC2)cc1 (stereo not given)	13%	-0.1%	1	1.2%	3%	4%	-0.3%	14%	1.8	1267
O=C(NCCNc1ccc([N+](=O)[O-])cc1)c1ccco1	-3%	0.1%	1	1.9%	7%	12%	2.2%	-2%	-0.77	1246
NC(N)=NN=C1CCCCCCCCCCC1	x	-1.3%	x	18%	14%	100µM*	x	x	0.03	688
COC(=O)Cn1c(=NC(=O)c2ccc([N+](=O)[O-])s2)sc2cc(Br)ccc21	5%	0.1%	1	11%	5%	1%	2.4%	-2%	-0.01	1316
O=C(N/N=C\c1cn(-c2ccccc2)nc1-c1ccccc1)c1ccc(Br)o1	16%	x	1	u	4%	0%	8.0%	18%	3.2*	1199*
CC(C(=O)Nc1ccccn1)(c1ccccc1)c1ccccc1	x	-0.8%	x	0.2%	4%	5%	x	x	x	x
CC(C)(C)NC(=O)NC(=O)COC(=O)C1(C)CC1(Cl)Cl (stereo not given)	-2%	-0.3%	1.1	1.0%	-1%	-8%	0.5%	-2%	x	x

Entries of single compounds as entered above. Values in the order: human PMI inhibitors, West Nile virus CPE, TNAP activators, RSV antiviral HEp-2, Large T inhibition, PhoP inhibition, CSM14.1 death rescue, human PMI inhibition, Insulin prom up, Insulin prom up cell count
Record of NC(N)=NN=C1CCCCCCCCCCC1 → x, -1.3%, x, 18%, 14%, 100µM*, x, x, 0.03, 688
Record of O=C(N/N=C\c1cn(-c2ccccc2)nc1-c1ccccc1)c1ccc(Br)o1 → 16%, x, 1, u, 4%, 0%, 8.0%, 18%, 3.2*, 1199*

New compounds follow
SMILES	human PMI inhibitors	West Nile virus CPE	TNAP activators	RSV antiviral HEp-2	Large T inhibition	PhoP inhibition	CSM14.1 death rescue	human PMI inhibition	Insulin prom up	Insulin prom up cell count
O=C(Nc1cccc2c1CCCC2)c1ccc(Br)o1	14%	-0.3%	1.1	0.1%	4%	0%	2.6%	18%	0.48	1214
O=C(N/N=C/c1cccnc1)c1ccccc1OCc1ccc(Br)cc1	-6%	-1.2%	1.1	13%	11%	3%	-1.5%	-2%	0.87	1001
Cc1ccccc1NC(=O)c1c(C)cc(=O)oc1C	x	-0.1%	x	5.2%	17%	-8%	x	x	-0.36	1044
CC1C(C)C(O)(c2ccccc2)CCN1C (stereo not given)	7%	0.4%	1.1	0.6%	1%	3%	-2.6%	4%	0.08	1219
CC(C)(C)c1ccccc1OCCCCN1CCCC1	4%	-0.5%	1.1	-3.2%	7%	4%	-3.4%	6%	-0.6	991
CC1CCN(C(=O)CNC(=O)Cc2ccccc2)CC1	-7%	0.4%	1	0.9%	-1%	-6%	-1.4%	-11%	0.74	1404
CCOC(=O)N1CCN(S(=O)(=O)c2cccc3nonc23)CC1	3%	0.0%	1.2	-0.5%	-23%	0%	0.7%	7%	-0.1	1131
COC(=O)c1sccc1OC(C)C(C)=O (stereo not given)	11%	0.1%	1.1	-0.8%	0%	-3%	-2.1%	7%	1.7	1263
O=C(N/N=C/c1ccc(Br)s1)c1ccc([N+](=O)[O-])cc1	1%	-0.3%	1	1.2%	19%	-7%	-0.4%	3%	0.4	1222
CN(C(=O)c1coc(=O)c2ccccc12)c1ccc(Br)cc1	0%	0.1%	1.1	-0.8%	14%	-5%	-1.4%	-14%	0.23	1202
CC(=O)c1c(N)c(C#N)c(C)n1-c1ccc(Br)cc1	4%	0.1%	1.1	1.0%	-2%	6%	-2.7%	8%	-0.03	1298
O=c1oc2ccccc2cc1-c1cn2cccnc2n1	-21%	-0.3%	1.1	0.0%	26%	-5%	-4.3%	6%	0.51	1312
O=C(c1ccc(F)cc1)N1CCC(N2CCCCCC2)CC1	-7%	0.4%	1.1	-1.8%	4%	-8%	-1.8%	0%	0.49	1269
Cc1ccc(NC(=S)NCc2ccc(Cl)cc2)c(C)c1	x	-1.8%	x	-0.1%	1%	8%	x	x	x	x
OCc1nnn(-c2ccccc2)c1CO	x	-0.5%	x	1.0%	3%	-5%	x	x	0.36	1424
Cc1nc(-c2cccc(NC(=O)c3ccc(Br)o3)c2)cs1	x	-0.6%	x	3.7%	17%	-6%	x	x	x	x
CC(=O)NCCc1nc2cc(NC(=O)c3ccc([N+](=O)[O-])cc3)ccc2n1C	x	-0.1%	x	-0.1%	-1%	18%	x	x	x	x
Cc1ccc(CC(=O)NCCS(=O)c2ccc(Cl)cc2)cc1 (stereo not given)	10%	0.0%	1.1	2.4%	0%	9%	-1.7%	9%	0.94	1388
CC(C)C(O)P(=O)(OCc1ccccc1)c1ccc(N(C)C)cc1 (stereo not given)	-2%	-1.0%	1	1.8%	6%	4%	-2.3%	-3%	-0.04	1266
C=CCOc1ccc(/C=C2\SC(=S)N(CCC(=O)O)C2=O)cc1	x	-0.2%	x	4.2%	10%	-6%	x	x	0.03	1066

As entered above:
Reading of COc1ccccc1C(=O)C1CCCN(C(=O)c2ccccc2Cl)C1 (stereo not given) under West Nile virus CPE: -0.7%
Reading of CCOc1ccc(S(=O)(=O)Nc2ccc(OC)nc2)cc1 under West Nile virus CPE: -1.0%
Reading of CCn1c(CN(C)c2ccccc2)nc2ccccc21 under RSV antiviral HEp-2: 1.4%
Reading of COc1cc(NC(=O)COc2cc3oc(=O)cc(C)c3cc2Cl)cc(OC)c1OC under West Nile virus CPE: -0.2%
Reading of NC(N)=NN=C1CCCCCCCCCCC1 under Insulin prom up: 0.03
Reading of CC(C)(C)c1ccccc1OCCCCN1CCCC1 under CSM14.1 death rescue: -3.4%

Further entries:
SMILES	human PMI inhibitors	West Nile virus CPE	TNAP activators	RSV antiviral HEp-2	Large T inhibition	PhoP inhibition	CSM14.1 death rescue	human PMI inhibition	Insulin prom up	Insulin prom up cell count
COc1ccccc1NC(=O)CCNS(=O)(=O)c1ccc2c(c1)CCN2C(C)=O	x	-0.3%	x	1.3%	13%	-5%	x	x	x	x
CC(C)(C)C(=O)Nc1cc(S(=O)(=O)N2CCCCC2)ccc1N1CCCCC1	4%	-1.3%	1.2	4.3%	-9%	7%	2.1%	3%	-0.95	1205
CS(=O)(=O)O/N=C1\CCCCC1c1ccc([N+](=O)[O-])cc1[N+](=O)[O-] (stereo not given)	x	-0.5%	x	0.7%	4%	0%	x	x	x	x
O=C(NCc1ccco1)c1sc2ccccc2c1Cl	-8%	-0.1%	1.1	11%	7%	-4%	-0.1%	-8%	x	x
COC(=O)C1=C(C)NC(C)=C(C(=O)OC)C1c1ccc(OC(=O)c2ccco2)cc1	2%	0.7%	1.1	-1.1%	3%	15%	0.0%	7%	0.5	1410
Cc1ccc(S(=O)(=O)Nc2c(O)c3ccccc3oc2=O)cc1	x	0.6%	x	0.2%	-30%	6%	x	x	x	x
Cc1cc(CC(C)C)n(-c2nc3ccccc3c(=O)n2OCC(=O)N(C)C)n1	-1%	0.0%	1.1	-0.4%	13%	6%	1.9%	-5%	-0.56	1312
COc1ccc(C(=O)C2CCCN(C(=O)Cn3ccc(C)n3)C2)cc1OC (stereo not given)	-8%	-0.9%	1.1	2.0%	x	x	-1.1%	-1%	-0.51	1556

Source: PubChem (several laboratories)
